# From PubChem BioAssay
# ALOX12 inhib = qHTS Assay for Inhibitors of 12-hLO (12-human lipoxygenase) | Polyunsaturated fatty acid lipoxygenase ALOX12 (Homo sapiens), P18054 | purified 12-hLO, xylenol orange hydroperoxide absorbance | Potency, µM (highest dose often 57.1 µM), for inactives: top-dose activity change, negative = inhibition, most hits filed as inhibitors | hit rate 0.12% among 150,000; also: potency is read from the fitted curve at half-maximal effect; nearly all actives have a fitted effect of over 55% in size; many of its hits are not listed in these tables
#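 Hydroperoxide output read as Fe(III)-xylenol orange absorbance, 573-to-405 nm ratio, after 30 min reaction with 40 uM arachidonic acid. Enzyme: 150 nM purified human 12hLO, 15 min compound preincubation; 25 mM Hepes pH 7.0, room temperature.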
# PNC assembly inh = High Content Assay for Compounds that inhibit the Assembly of the Perinucleolar Compartment; PC3M PTB-GFP, PNC prevalence imaging, 16 h; stronger effect = lower value; activity change (PNC), negative = inhibition, % at 10 µM; hit rate 3.1% among 140,000;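 active = readout at or below -70, meaning at least 70% loss of cells showing the perinucleolar compartment, a nuclear body marking cancer cells; inconclusive = readout between -30 and a set limit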;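 also: plate controls were DMSO wells for no effect and camptothecin positive control wells for full effect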
#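 Compounds are pinned in duplicate onto adhered PC3M cells stably expressing GFP-tagged PTB and incubated 16 h at 37 C. Cells are then fixed, nuclei stained with Hoechst, and PNC-positive cells counted.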
# 15-hLO-2 inh = qHTS Assay for Inhibitors of 15-hLO-2 (15-human lipoxygenase 2); purified 15hLO-2, xylenol orange hydroperoxide absorbance; Potency, µM (doses to about 57.1 µM), for inactives: at the highest dose activity change, negative = inhibition, most hits filed as inhibitors; hit rate 0.56% among 110,000; also: potency is read from the fitted curve at half-maximal effect; nearly all actives have a fitted effect of over 60% in size; many of its hits are not listed in these tables
# Target sequence (O15296 whole entry, looked up): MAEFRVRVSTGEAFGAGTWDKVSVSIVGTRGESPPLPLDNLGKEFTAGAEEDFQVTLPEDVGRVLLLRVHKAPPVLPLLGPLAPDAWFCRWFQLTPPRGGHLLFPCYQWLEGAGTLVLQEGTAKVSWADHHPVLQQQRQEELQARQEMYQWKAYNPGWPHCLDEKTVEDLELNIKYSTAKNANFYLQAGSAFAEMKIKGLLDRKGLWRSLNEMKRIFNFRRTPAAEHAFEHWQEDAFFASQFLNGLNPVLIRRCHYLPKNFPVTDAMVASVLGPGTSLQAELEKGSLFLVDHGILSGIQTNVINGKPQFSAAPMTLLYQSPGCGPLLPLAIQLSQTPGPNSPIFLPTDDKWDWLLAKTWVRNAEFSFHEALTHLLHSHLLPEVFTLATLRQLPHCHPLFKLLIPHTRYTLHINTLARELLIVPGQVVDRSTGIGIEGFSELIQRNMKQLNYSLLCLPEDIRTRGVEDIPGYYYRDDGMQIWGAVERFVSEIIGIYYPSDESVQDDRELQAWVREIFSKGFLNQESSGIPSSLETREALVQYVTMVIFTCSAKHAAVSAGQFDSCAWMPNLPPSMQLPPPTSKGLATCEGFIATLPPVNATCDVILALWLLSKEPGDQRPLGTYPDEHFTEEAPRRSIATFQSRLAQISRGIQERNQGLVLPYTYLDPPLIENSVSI
#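 Read-out: hydroperoxide product oxidises ferrous iron, measured as xylenol orange complex via the 573-to-405 nm absorbance ratio after 30 min. Reaction: 50 nM enzyme, 15 min compound preincubation, 45 uM arachidonic acid, 90 min RT, Hepes pH 7.5 with Triton X-100.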
# IMPase cell inh = qHTS Assay for Identifying the Cell-Membrane Permeable IMPase Inhibitors. CHO-M1 cells, IP1 accumulation, HTRF TR-FRET ratio. inhibition (IP1 accumulation), % at 46.1 µM. 120,000 tested, under 10 active; active = well fitted curve in the direction sought with a large enough effect in the signal ratio, not every such curve was filed as active; inconclusive = small, poorly fitted or top-dose-only effect, or a change in a side signal; inactive = no such curve, though single readings can be large or run the other way; the % refers to the signal ratio;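 also: cells stimulated with carbachol in lithium chloride buffer; plate controls were DMSO basal wells for no effect and reference inhibitor wells for full effect; higher means more IMPase inhibition seen as more IP1 and lower FRET ratio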
# Target sequence (P97697 whole entry, looked up): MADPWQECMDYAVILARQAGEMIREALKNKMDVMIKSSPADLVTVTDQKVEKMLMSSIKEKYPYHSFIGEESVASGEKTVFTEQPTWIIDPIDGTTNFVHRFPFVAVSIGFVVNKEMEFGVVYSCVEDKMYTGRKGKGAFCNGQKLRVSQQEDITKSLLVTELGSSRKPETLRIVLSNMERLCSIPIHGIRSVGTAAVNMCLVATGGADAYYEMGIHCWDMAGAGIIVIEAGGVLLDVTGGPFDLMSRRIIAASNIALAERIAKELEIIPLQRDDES
#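 Cellular IMPase inhibition is scored as a rise in cytosolic IP1, detected by competitive TR-FRET between d2-labelled IP1 and a europium anti-IP1 antibody. M1-expressing CHO cells were stimulated with carbachol for 30 min at 37C, with lithium (50 mM LiCl) present in the buffer.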
# * hit, by the source's call; u = inconclusive; x = no result given; [ ] = dose if it differs, or a comment. Unless noted, calls follow the shape of the dose curve; as a rule, active = well fitted curve in the direction sought with a large enough effect; inconclusive = small, poorly fitted or top-dose-only effect, or another doubt; inactive = no such curve, though single readings can be large; an effect the other way counts as inactive or inconclusive. Unless noted, % is scaled to controls: 0 for no effect and ±100 for the full control effect. An unsorted share of the library. Share with any hit: about 3.1%.
ALOX12 inhib,PNC assembly inh,15-hLO-2 inh,IMPase cell inh,Structure
5%,-83*,0%,5,c1cncc(CNC2CCCc3ccccc32)c1 (stereo unspecified)
-4%,96,x,x,COc1cccc(CNC(=O)Cc2nc3nc(C)cc(C)n3n2)c1
-3%,u,x,x,COc1ccc(C(=O)Nc2ccccc2C(=O)N/N=C/c2ccco2)cc1
13%,8,8%,-8,C=CCn1c(-c2ccoc2C)n[nH]c1=S
-6%,u,x,4,CCCCNC(=O)c1ccc2nc(-c3ccco3)c(-c3ccco3)nc2c1
-4%,16,4%,21,COCCCNC(=O)COc1ccc(-c2nccc(-c3ccccn3)n2)cc1
-1%,41,u,9,NC(=O)C1CCN(C(=O)CN2C(=O)c3ccccc3S2(=O)=O)CC1
-3%,u,6%,-9,CCn1c(SCC(=O)N2CCc3ccccc32)nnc1-c1c[nH]c2ccccc12
0%,-20,2%,-4,CC(=O)N1CCC(=NNS(=O)(=O)c2ccc(C)c([N+](=O)[O-])c2)CC1
-2%,u,u,6,Cc1ccc(/C=N/Nc2nc(Cl)c(Cl)cc2Cl)s1
-1%,-22,-2%,5,COc1ccc(Cl)cc1-n1c(C)cc(C(=O)O)c1C
2%,-14,-24%,-4,COc1ccc(/C=C2/C(=O)ON=C2c2ccccc2)cc1OC
4%,6,-1%,2,CC1CC(C)CN(S(=O)(=O)c2cccc3cccnc23)C1 (stereo unspecified)
5%,1,x,-22,COc1ccccc1S(=O)(=O)Cc1ccc(C(=O)N2CCOCC2)o1
-3%,-83*,26%,-2,CCc1nc2ccccc2c(=O)n1NC(=O)c1c(O)c2cccc3c2n(c1=O)CCC3
0%,-21,x,x,CCc1cccc(C)c1NC(=O)COC(=O)CNS(=O)(=O)/C=C/c1ccccc1
-1%,31,-11%,-2,CCOc1ccc2oc(-c3ccccc3)c(C(=O)O)c2c1
0%,-2,7%,-3,COc1ccc(-c2cc(C(=O)NCCCn3ccnc3)no2)cc1OC
-1%,64,x,u,O=S(=O)(c1cc(-c2nnc(-c3ccc(Br)cc3)o2)ccc1Br)N1CCCCCC1
-6%,u,x,x,Cn1c(=O)nc2n(Cc3ccccc3)c3ccccc3cc-2c1=O
-3%[11.4 µM],x,-3%[11.4 µM],x,CCN(CC)CCN1C(=O)c2cccc3cc(N)cc(c23)C1=O
-5%,39,6%,15,Cc1nn(C)c(C)c1S(=O)(=O)N1CCCC(C(=O)N2CCN(c3ccccc3)CC2)C1 (stereo unspecified)
-9%,u,-4%,6,CCN1/C(=C/C(C)=O)Sc2ccc(OC)cc21
0%,-9,3%,6,Cc1ccc(C)c(OCCOCCN2CCOCC2)c1
-3%,17,2%,1,C=CCn1c(SCC(=O)NCc2ccccc2)nnc1C1CCCCC1

# Fetched one by one from above, 2 records:
ALOX12 inhib,PNC assembly inh,15-hLO-2 inh,IMPase cell inh,Structure
-3%[11.4 µM],x,-3%[11.4 µM],x,CCN(CC)CCN1C(=O)c2cccc3cc(N)cc(c23)C1=O
-3%,17,2%,1,C=CCn1c(SCC(=O)NCc2ccccc2)nnc1C1CCCCC1

# The list goes on.
ALOX12 inhib,PNC assembly inh,15-hLO-2 inh,IMPase cell inh,Structure
-3%,x,44%[activator],x,N#Cc1ccc(C23CC4(C2)[C@H](CN(Cc2cccnc2)[C@@H]4c2ccccc2)C3c2ccc(C(F)(F)F)cc2)cc1 (stereo partly specified)
8%,33,1%,-1,CN(CCOC(=O)c1ccco1)Cc1ccccc1
2%,-21,2%,1,CN1CCN(C(=O)c2cnn3c(C(F)F)cc(C4CC4)nc23)CC1
-8%,u,-5%,5,COc1ccc(Cl)cc1C(=O)n1nc(C)cc1C
0%,23,0%,-3,CC(C)Cc1nnc(NC(=O)CCC(=O)Nc2ccc(F)cc2)s1
0%,u,3%,3,COc1ccc(-c2noc(CN(C)S(=O)(=O)c3ccc(C)cc3)n2)cc1
10%,8,13%[2.29 µM],15,COc1ccccc1OCC(O)Cn1c(=N)n(CCN2CCCCC2)c2ccccc21 (stereo unspecified)
-5%,-8,x,6,COC(=O)c1cccc(NC(=O)/C=C/c2ccc([N+](=O)[O-])cc2)c1
3%,24,x,4,O=C(O)CCC(=O)Nc1ccc(N2CCCCC2)c(C(=O)O)c1
-7%,5,x,5,N#Cc1ccc(COC(=O)Cn2nnc(-c3ccccc3)n2)cc1
1%,31,x,x,O=C(N/N=C\c1cn[nH]c1-c1ccccc1)c1cccs1
0%,u,4%,10,CC(c1nc2ccccc2c(=O)[nH]1)N1CCN(C)CC1 (stereo unspecified)
-3%,48,x,x,N#Cc1c(NC(=O)c2cc([N+](=O)[O-])ccc2N2CCOCC2)sc2c1CCCC2
-4%,33,x,-9,Cc1ccc(-c2nc(C)sc2CC(=O)OCC(=O)Nc2cccc([N+](=O)[O-])c2)cc1
-2%,-30,x,0,O=C(Nc1ccc(F)cc1)c1ccc(CSc2ccccc2)o1
-3%,-24,-2%,7,CC(C)C(=O)NCCc1nc2ccccc2n1C
-5%,-30,33%[activator],1,CC(C)(C)c1cc2cccnc2n1Cc1cccc(F)c1
-6%,24,-2%,-8,Cn1c(-c2ccc(C=O)s2)nc2c3ccccc3c3ccccc3c21
5%,-23,x,u,C=CCNC(=O)CSc1nnc(-c2ccncc2)n1CCc1ccccc1
-2%,-2,1%,2,O=C(CSc1n[nH]c(-c2ccncc2)n1)NCCc1ccccc1
1%,11,0%,-4,C=CCNC(=O)c1ccccc1Cl
-4%,7,-3%,9,COc1ccc(/C=N/N2CCN(C)CC2)cc1OC
1%,-112*,1%,1,O=C(COc1ncnc2sccc12)Nc1ccc2c(c1)OCCO2
-1%,16,7%,8,Cc1csc(NC(=O)CNC(=O)OCc2ccccc2)n1
-3%,13,5%,u,S=C1N(c2ccccc2)C(c2ccccc2)N2CCCN12 (stereo unspecified)

# More records
ALOX12 inhib,PNC assembly inh,15-hLO-2 inh,IMPase cell inh,Structure
-5%,-23,x,-1,CCN(CC)S(=O)(=O)c1cc(C(=O)OCC(=O)Nc2cccc(C)c2C)ccc1F
-8%,44,-26%,10,CC(C)OC(=O)c1cc2c(ccn2C)n1CC(=O)N1CCC(Cc2ccccc2)CC1
-22%,15,-27%,7,CC1CN(c2nc3ccccn3c(=O)c2/C=C(\C#N)S(=O)(=O)c2ccccc2)CC(C)O1 (stereo unspecified)
-1%,16,-3%,-5,COc1ccc(C(C(=O)NC2CCCC2)N(CCN2CCOCC2)C(=O)c2ccc(OC)c(OC)c2)cc1 (stereo unspecified)
6%,u,-4%,2,COc1ccc(C(=O)N2c3cc4c(cc3C(C)=CC2(C)C)OCO4)cc1
u,-12,11%,-3,CC1(C)C(N(O)C(=O)Nc2ccc(Cl)cc2)N(c2ccc(Cl)cc2)C(=O)N1CC(=O)NN (stereo unspecified)
-21%,-16,-9%,5,COc1ccccc1CNC(=O)c1csc(Cc2ccc(Cl)cc2)n1
2%,-1,-1%,-4,CCCC(=O)C1=C(O)C(C(=O)OC)C(C)(C)CC1=NC(C)(C)C (stereo unspecified)
0%,71,x,x,CC(=O)Nc1ccccc1O
-4%,u,-2%,-3,COc1ccc(CC(NC(C)=O)C(=O)NC2CCN(C(=O)Nc3ccc(C#N)cc3)CC2)cc1OC (stereo unspecified)
-20%,u,6%,-6,COc1ccc(OC)c(NC(=O)Nc2ccc(Cl)cc2)c1
6%,u,x,0,Cc1ccccc1NC(=O)c1cc(S(=O)(=O)N2CCOCC2)cs1
-3%,u,13%,0,Cc1cc(/C=N/NC(=O)c2ccc(CN3CCOCC3)cc2)c(C)n1-c1ccccc1
0%,11,-1%,1,CC(=O)c1cccc(NC(=O)N2CCc3ccccc3C2)c1
u,u,x,x,O=S(=O)(c1ccc(Cl)cc1)N1CCN(C(=S)Nc2ccc(F)c(Cl)c2)CC1
2%,-28,2%,-8,CCCCC(CC)C(=O)Nc1ccccc1C#N (stereo unspecified)
-11%,-5,x,7,Cc1ccc(C(=O)c2ccc(N3CCOCC3)c(F)c2)cc1
1%,14,2%,2,CCOC(=O)CNC(=O)CCNS(=O)(=O)c1ccc2c(c1)c(=O)n(C)c(=O)n2C
4%,-5,3%,-3,Cc1ccc(C(=O)c2ccc(C(F)(F)F)cc2)cc1
3%,-5,-17%,u,Cc1cc(-c2ccccc2)[nH]c(=O)c1S(=O)(=O)c1ccc(Cl)cc1
-1%,51,x,11,COc1ccc(CNC(=O)c2cnc3n(c2=O)CCS3)cc1
2%,6,x,u,CCCCNc1cc(=O)n(C)c(=O)n1C
-9%,u,-7%,-1,COc1ccc(C(=O)/C=C/Nc2cccc(C)n2)cc1OC
-2%,-4,x,-11,Cc1ccc2sc(-c3ccc(NC(=O)CCN4C(=O)c5ccccc5C4=O)cc3)nc2c1
-9%,5,7%,-9,Cc1ccc(C2=NN(C)c3nc4ccccc4n3C2)cc1

# Arranged by value in PNC assembly inh (falling): some entries from above.
ALOX12 inhib,PNC assembly inh,15-hLO-2 inh,IMPase cell inh,Structure
0%,11,-1%,1,CC(=O)c1cccc(NC(=O)N2CCc3ccccc3C2)c1
4%,-5,3%,-3,Cc1ccc(C(=O)c2ccc(C(F)(F)F)cc2)cc1
-5%,-23,x,-1,CCN(CC)S(=O)(=O)c1cc(C(=O)OCC(=O)Nc2cccc(C)c2C)ccc1F

# (more compounds)
ALOX12 inhib,PNC assembly inh,15-hLO-2 inh,IMPase cell inh,Structure
-2%,6,-5%,2,CC(C)OC(=O)Cn1c(=O)sc2ccccc21
0%,48,x,-6,COc1cc(/C=C/c2nnc3c4ccccc4ncn23)cc(OC)c1OC
-4%,u,x,-7,O=C(CCC(=O)Nc1ccccc1)NNC(=O)C(c1ccccc1)c1ccccc1
-4%,x,0%,x,CC(=O)OCC(COC(C)=O)OC(C)=O
1%,-22,x,x,O=C(O)CCC(=O)NNC(=O)c1ccc(-c2ccccc2)cc1
-5%,17,-5%,5,Cc1ccc(-n2ncc(C(=O)O)c2C2CCN(C(=O)OC(C)(C)C)CC2)cc1
-4%,17,-30%,7,COc1ccc([N+](=O)[O-])cc1C1NN=C(c2cccc3ccccc23)S1 (stereo unspecified)
-8%,40,6%,18,COc1ccccc1OCCCn1c(C)c(C#N)c2ccccc21
-8%,u,-3%,0,CCN(CC)CCN1C(=O)C(O)=C(C(=O)c2cccs2)C1c1ccc(C)o1 (stereo unspecified)
0%,-101*,2%,7,CCN1CCN(CCCNC(=O)c2cn(CCOC)c(=O)c3c2c2ccccc2n3C)CC1
-3%,-18,-6%,7,COc1ccc(OC)c(NC(=O)CCC(=O)Nc2nnc(C(F)(F)F)s2)c1
-13%,u,-30%,4,Cc1ccc(S(=O)(=O)/C(C#N)=C/c2c(N3CCOCC3)nc3ccccn3c2=O)cc1
6%,u,3%,-9,CC1CCCC(NC(=O)COC(=O)COc2ccc(Cl)cc2)C1C (stereo unspecified)
-7%,-91*,x,x,O=C1CN(C(=O)CSc2nc(-c3ccccc3)cs2)c2ccccc2N1
-1%,-23,x,7,COc1cccc(OC)c1C(=O)NC(=S)Nc1ccc2oc(=O)ccc2c1
-3%,12,3%,0,Cc1ccc(S(=O)(=O)NCC(=O)OCC(=O)c2cccs2)cc1
2%,29,7%,-11,CC(NC(=O)COc1ccc(Br)cc1)C(=O)O (stereo unspecified)
u,29,-13%,10,CC(=O)C1=C(C)NC(SCC(=O)c2ccc(Cl)cc2)=C(C#N)C1c1ccco1 (stereo unspecified)
-5%,u,-2%,0,CCOC(=O)c1cnc(SCC(=O)N2CCN(c3ccccc3)CC2)nc1N
-2%,68,-2%,-8,Cc1cc2ccccc2n1CCNC(=O)c1ccccc1
-9%,u,-4%,1,COc1ccccc1CC(=O)NC1CC(C)(C)NC(C)(C)C1
-3%,u,x,x,FC(F)(F)c1cc(-c2ccccc2)nc(NCc2cccs2)n1
